Screening data (PubChem)
ROC1-CUL1 inh: inhibitors of human ROC1-CUL1 ubiquitin ligase activity; P62877+Q13616; in vitro K48 di-Ub FRET, acceptor:donor ratio, 45 min; inhibition, % at 10 µM; hit rate 0.6% among 140,000; AID 1347404; in the data active means inhibition above about 25%
Target sequence (P62877 whole entry, looked up): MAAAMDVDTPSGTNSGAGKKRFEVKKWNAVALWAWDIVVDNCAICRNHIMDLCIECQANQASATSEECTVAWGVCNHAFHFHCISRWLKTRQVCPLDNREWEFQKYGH
Target sequence (Q13616 whole entry, looked up): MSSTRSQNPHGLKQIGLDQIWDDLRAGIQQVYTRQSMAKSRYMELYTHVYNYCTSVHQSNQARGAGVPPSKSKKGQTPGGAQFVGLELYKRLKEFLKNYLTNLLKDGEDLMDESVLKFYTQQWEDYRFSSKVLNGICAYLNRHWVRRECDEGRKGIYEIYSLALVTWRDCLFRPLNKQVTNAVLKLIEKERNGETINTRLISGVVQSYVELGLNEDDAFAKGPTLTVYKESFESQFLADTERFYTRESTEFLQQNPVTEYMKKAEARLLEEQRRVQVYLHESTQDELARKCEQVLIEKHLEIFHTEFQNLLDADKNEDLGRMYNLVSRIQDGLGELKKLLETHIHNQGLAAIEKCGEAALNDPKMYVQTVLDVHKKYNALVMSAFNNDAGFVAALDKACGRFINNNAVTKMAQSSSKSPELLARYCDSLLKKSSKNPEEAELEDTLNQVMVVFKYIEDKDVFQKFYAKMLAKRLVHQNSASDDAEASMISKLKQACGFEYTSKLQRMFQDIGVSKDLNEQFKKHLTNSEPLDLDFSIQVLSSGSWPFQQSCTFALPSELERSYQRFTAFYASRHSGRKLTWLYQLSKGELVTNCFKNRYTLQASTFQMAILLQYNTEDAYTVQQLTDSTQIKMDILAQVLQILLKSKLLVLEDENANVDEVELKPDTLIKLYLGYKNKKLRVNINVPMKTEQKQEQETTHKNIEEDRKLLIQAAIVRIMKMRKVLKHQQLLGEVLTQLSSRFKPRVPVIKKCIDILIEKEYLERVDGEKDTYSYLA
* = called active by the depositor. Only part of the results is shown; count on the stated rates, not on these rows.

SMILES	ROC1-CUL1 inh
C1CCC2OCCOCCOC3CCCCC3OCCOCCOC2C1 (configuration not stated)	6
O=C(Oc1ccc2c(=O)c(Oc3ccc4ccccc4c3)coc2c1)C1CCCCC1	11
COc1ccc(-c2cc(-c3ccc(C)cc3)nc3sc(C(=O)Nc4ccccc4C(F)(F)F)c(N)c23)cc1	-15
Cc1ccc(NS(=O)(=O)c2ccc3[nH]c4c(c3c2)CCCCCC4)cc1	-9
COc1ccc(OCc2cc(C(=O)N3CCCCCC3)n[nH]2)c(Cl)c1	0
CCC(Oc1ccc(C)c(C)c1)C(=O)NCCC12CC3CC(CC(C3)C1)C2 (configuration not stated)	5
COc1ccc(-n2c(SCCN3CCOCC3)nnc2-c2cccs2)cc1	2
S=c1[nH]nc(-c2nc3ncccc3[nH]2)n1-c1ccc(Cl)cc1	-2
O=C(Cc1ccccc1)Nc1ccc2oc(-c3cccc(Br)c3)nc2c1	-8
CCn1c(C)c(C(C)=O)c(C(C)C)c1-c1ccccc1	1
CCOC(=O)c1ccccc1NC(=O)c1sc2ccccc2c1Cl	12
O=C(Nc1cccc(O)c1)C1CCCC1	-2
Cc1c(C)c2c(C)nn(-c3ccccc3)c2[nH]c1=O	-8
COc1ccc(NS(C)(=O)=O)cc1OC	2
O=c1c2ccccc2[nH]c(=S)n1-c1cccc2ccccc12	5
CCN(C(=O)Cn1c(=O)oc2cc(S(=O)(=O)N3CCCCC3)ccc21)c1ccccc1	3
CCOc1ccc(Oc2cc(N)cc(Oc3cccnc3)c2)cc1	1
Cn1cc(CN2CCC(N3CCNC(=O)CC3)CC2)c(-c2ccccc2F)n1	4
CCc1ccc(NC(=O)c2sc3nc(C)cc(C)c3c2NC(=O)c2ccccc2)cc1	-2
CCOc1ccc(Cl)cc1/C=N/NC(=O)c1cccc([N+](=O)[O-])c1	3
N=C1S/C(=C\c2cn[nH]c2-c2ccccc2)C(=O)N1c1ccc(Cl)cc1	-9
CCc1ccc2oc(-c3ccc(NC(=O)c4cc5ccccc5o4)cc3)nc2c1	-15
O=c1sc2ccccc2n1CN1CCCC1	2
CC(=O)Nc1ccccc1-c1nc2ccccc2n(CC(=O)Nc2cccc(C(F)(F)F)c2)c1=O	-4
OCCN1CCN(CCCN2Cc3ccccc3CCc3ccccc32)CC1	2
SMILES	ROC1-CUL1 inh
CCOC(=O)c1cc(C)n(CC2CCC(C(=O)Nc3ccc(C)cc3)CC2)c1C (configuration not stated)	-8
Cc1cc2c(=O)n(NC(=O)c3ccc(COc4cc(Cl)ccc4Cl)cc3)c(C)nc2s1	-4
COc1ccccc1CNC(=O)CSc1nnc(C)c2c(C)n(-c3ccccc3)nc12	8
CCN(c1ccc(Cl)cc1)S(=O)(=O)c1nnc(NC(=O)c2ccccc2C)s1	-6
Cc1cccc2oc3ccccc3c(=O)c12	0
Cc1ccccc1NC(=O)c1c(C)oc2ccc(O)c(CN3CCCCCC3)c12	-5
COc1ccc(OC)c(CCNC(=O)C(C)n2c(C)c3cnn(-c4ccccc4)c(=O)c3c2C)c1 (configuration not stated)	0
CCOC(=O)c1sc(NC(=O)c2cc3ccccc3oc2=O)nc1C	-2
O=C1N(c2ccccc2)CSC2=NC3CCCCC3N12 (configuration not stated)	5
CSc1nc(-c2ccccc2)cc2ccccc12	-2
CCOC(=O)C1C(=O)NC(N2CCCCC2)=NC1c1cccc(C)c1 (configuration not stated)	-2
COc1ccc(OC)c(CN2CCC(C(Cc3ccccc3Cl)N(C)C(=O)c3ccco3)CC2)c1 (configuration not stated)	8
O=C(CN1C(=O)c2cccc3cccc(c23)C1=O)N1CCN(Cc2ccc3c(c2)OCO3)CC1	4
CCc1cc(S(=O)(=O)N2CCN(c3ccccc3C)CC2)ccc1OC	2
Cc1ccc(NC(=O)c2ccc3oc(=O)c(S(=O)(=O)c4ccccc4)cc3c2)cc1C	0
O=C(Cn1c(=O)n(Cc2ccc(C(=O)NCc3ccccc3Cl)cc2)c(=O)c2ccccc21)Nc1ccc(F)cc1	-5
Cc1cc(C)cc(Nc2ncnc3c2nc2n3CCCC2)c1	-8
O=C(/C(=N\O)c1ccco1)c1ccco1	11
COc1ccc(C2c3c(n[nH]c3-c3cc(OC)c(OC)c(OC)c3)OC(=N)C2C#N)cc1OC (configuration not stated)	13
CCCc1[nH]nc2c1C(c1cc3c(cc1Br)OCO3)C(C#N)C(=N)O2 (configuration not stated)	7
Cc1ccc2c(c1C)OC(=O)C2(O)C(F)(F)F (configuration not stated)	6
CCN(CC)c1ccc(NC(=O)c2cccc(C(=O)Nc3ccc(N(CC)CC)cc3)n2)cc1	-9
CCc1nnc(NC(=O)CSc2nc(N)c(C#N)cc2C#N)s1	-7
Cc1noc(C)c1C(=O)NCc1ccc(Cl)cc1	-3
CC(C)(C)C(=O)Nc1nc2nc(-c3ccccc3)cc(=O)n2[nH]1	-5
SMILES	ROC1-CUL1 inh
CCOC(=O)c1c(NC(=O)C(C)Oc2ccc(Cl)c(C)c2)sc2c1CCCC2 (configuration not stated)	-1
Cc1cccc(N2CCN(c3ncnc4onc(C)c34)CC2)c1C	-5
O=C(CN1C(=O)c2ccccc2Sc2ccc(C(=O)N3CCOCC3)cc21)Nc1ccc(Cl)cc1F	-3
Oc1c(-c2cccc(Cl)c2)c2nc3ccccc3nc2c2ccccc12	0
CC1(C)CC(=O)c2sc(NC(=O)/C=C/c3ccccc3)nc2C1	0
CC(C)CC1=NN(C(=O)c2ccncc2)C(O)(C(F)(F)F)C1 (configuration not stated)	6
O=C(Nc1ccc(Cn2cc(Br)cn2)cc1)c1cc2nc(-c3ccc(Cl)s3)cc(C(F)(F)F)n2n1	-1
O=C1CCCN1c1ccc(S(=O)(=O)N2CCN(Cc3ccccc3)CC2)cc1	6
C=COC(=O)CSc1nc(-c2cccs2)cc(-c2ccc(F)cc2)c1C#N	-6
Cc1cn2c3c(=O)[nH]c(=O)n(C)c3nc2n1CCCN(C)C	-2
O=C(Nc1cccc(-c2nc3ncccc3o2)c1)c1cc2ccccc2o1	9
COC(=O)C1=C(C)OC(=N)C(C#N)C1c1ccccc1OC (configuration not stated)	-6
CCOCCCNCc1c(OCC)ccc2ccccc12	5
CCOC(=O)C1(C(=O)OCC)CN(c2cc3c(cc2F)c(=O)c(C(=O)O)cn3CC)OC1OCC (configuration not stated)	9
CN(CC(=O)Nc1cccc(Cl)c1)S(=O)(=O)c1ccc2[nH]c3c(c2c1)CCCC3	-2
CC(=O)NCCC(=O)NCc1cccnc1Oc1ccccc1C	3
N#Cc1ccc2ccn(CC(N)=O)c2c1	0
CCc1ccccc1NC(=O)C1CCN(C(=O)N2CC(C)Oc3ccc(Cl)cc32)CC1 (configuration not stated)	7
Cc1ccc(/C(=C/C(=O)Nc2cccc(C)c2C)C(=O)O)cc1	2
CCOC(=O)N1CCc2c(sc(NC(=O)CSc3nc(C)cc(C)c3C#N)c2C#N)C1	0
CCN1CCN(CCCNC(=O)c2cnn(-c3ccccc3Cl)c2C2CCN(C(=O)OC(C)(C)C)CC2)CC1	8
CCOc1ccc(CCNC(=O)c2ccc3c(c2)c(C)c(C)n3C)cc1	3
CCOc1ccccc1NC(=O)CCSCCC(=O)Nc1ccccc1OCC	-12
CCOc1ccc(NC(=O)C2CC(=O)NC(N3CCCCC3)=N2)cc1 (configuration not stated)	4
CCCNC(=O)c1cc(-c2ccc(C)o2)nc2ccccc12	2
SMILES	ROC1-CUL1 inh
COC(=O)C#CC(=O)C1C(=N)N(C)C(=O)N(C)C1=O (configuration not stated)	7
COc1cccc(-c2nc3ccc(C(=O)NCC(C)(C)CO)cc3o2)c1	5
Cn1ccc2cc(S(=O)(=O)N3CCCC(C(=O)NCc4ccccc4)C3)ccc21 (configuration not stated)	-4
CCC(C(=O)Nc1cc(OC)ccc1OC)n1c(C)c2cnn(-c3ccccc3)c(=O)c2c1C (configuration not stated)	-2
CC(=O)NC(C)(Cc1ccc2c(c1)OCO2)C(=O)O (configuration not stated)	4
COc1ccc(-c2nn3c(-c4ccccc4)nnc3s2)cc1OC	-12
COc1ccc(NC(=O)c2ccsc2)cc1Cl	4
CSc1nc2sc(C)c(C)c2c(=O)n1C	-6
CC(=O)CSc1ccccc1[N+](=O)[O-]	3
O=C(NCCCCN1CCOCC1)c1cc(=O)c2c(Cl)cc(Cl)cc2[nH]1	3
CC1=C(C(=O)Nc2ccccc2Br)C2(CCC(C)CC2)OC1=O (configuration not stated)	1
COc1cccc(NC(=O)CSc2nnc(CNC(=O)c3ccccc3Cl)n2C)c1	2
COc1cc(/C=C/c2ccc3cccc(OC(C)=O)c3n2)ccc1O	-2
O=C1C(Cc2ccc(O)cc2)NC(=S)N1C1CCCCC1 (configuration not stated)	6
COc1cc(/C=N/NC(=O)c2ccncc2)ccc1OCCOc1ccc(C)c(C)c1	1
O=C(c1ccc2c(c1)N(Cc1ccccc1)C(=O)c1ccccc1S2(=O)=O)N1CCN(c2ccccn2)CC1	-1
Cc1ccc(-c2[nH]nc3c2C(c2ccc(Br)cc2)C(C#N)C(=N)O3)cc1C (configuration not stated)	16
C1=Nc2ccccc2CN1c1ccccc1	-6
Cc1ccc(CNc2nccn(-c3cc(C)cc(C)c3)c2=O)cc1	17
CC(=O)Nc1cccc(NC(N)=O)c1	-2
CC(Cn1cncn1)NC(=O)C1(N(C)Cc2ccccc2)Cc2ccccc2C1 (configuration not stated)	3
COC(=O)c1ccccc1NC(=O)c1ccc(COc2c(F)c(F)cc(F)c2F)cc1	-1
CC(C)C(C(=O)OCC(=O)c1ccccc1)N1C(=O)C2C3CCC(C3)C2C1=O (configuration not stated)	-2
Cc1ccc(NC(=O)C2CCCN(S(=O)(=O)c3c(C)n[nH]c3C)C2)cc1Cl (configuration not stated)	4
Cc1oc(-c2ccccc2Cl)nc1CS(=O)(=O)CC(=O)NCc1ccc(F)cc1	-4
SMILES	ROC1-CUL1 inh
Nc1cc2ccccc2cc1Br	3
C#CCn1cc(/C=C2/SC(=O)N(C(C)C)C2=O)c2ccccc21	4
CC(C)(C)NC(=O)C1CC(=O)OC1(C)C (configuration not stated)	6
N#CC1C(=N)Oc2cc(N)ccc2C1c1ccccc1Br (configuration not stated)	6
C=CCNC(NC(=O)c1cccc(C)c1)C(Cl)(Cl)Cl (configuration not stated)	4
CC(C)c1ccc(NC(=O)c2ccc3c(c2)CCN3S(=O)(=O)c2ccccc2)cc1	4
c1cncc(CN2CCN(c3nc4nonc4nc3N3CCCC3)CC2)c1	2
CCC(=O)Nc1nc2cc(Cl)c(C)cc2s1	-7
Cc1ccc(F)c(NC(=O)c2sc3ncccc3c2N)c1	5
Cc1cccc(N2CCN(c3nc4ccccc4c4nc(-c5ccccc5)nn34)CC2)c1C	3
S=C(Nc1ccccc1)Nc1cccc2ccccc12	3
CCNNc1ccncc1S(N)(=O)=O	-3
CCCOc1cccc(C(=O)N2CCCCCCC2)c1	8
CC1=NC(=O)C(C(=O)/C(C)=C/c2ccco2)=C(C)C1	-13
CCn1c(=O)c2c(nc3n2CCN3c2ccc(C)cc2C)n(C)c1=O	7
COC(=O)[C@]1(C)C[C@H](C(=O)NCCc2cnccn2)[C@H](c2ccccc2C)N1C	-8
O=C(Cn1c(=O)nc(-c2ccccc2)c2ccccc21)NCCc1ccccc1	1
CCC(CO)NCc1cc(OC)ccc1Br (configuration not stated)	6
COc1ccc(CC(=O)Nc2c(C(=O)Nc3ccccc3F)oc3ccccc23)cc1	4
COc1ccc(OC(C)c2nc3ccccc3[nH]2)cc1 (configuration not stated)	-1
CCOC(=O)c1ccc(NC(=O)CCC(=O)N2CCSc3ccccc32)cc1	-7
COc1ccccc1OCC(=O)N1CCc2c(cnc(C)c2CNC(=O)c2ccccc2SC)C1	13
O=C(NCC1CCCO1)C1CCN(C2CCN(C(=O)C3=CCCC3)CC2)CC1 (configuration not stated)	-1
CCC(=O)N1CCc2cc(Br)cc(S(=O)(=O)NCCc3ccc(OC)c(OC)c3)c21	4
Cc1ccc(CNC(=O)CCC(=O)N2CC(C)Sc3ccccc32)cc1 (configuration not stated)	-2
SMILES	ROC1-CUL1 inh
Cc1cc(OCC(=O)NCC2CCCO2)ccc1Cl (configuration not stated)	6
COCCCNC(=O)Cn1cnc2sc(C)c(S(=O)(=O)N3CCC(C)CC3)c2c1=O	5
Cc1ccc(NC(=O)c2ccccc2Cl)nc1	-2
O=C(Nc1cccc(C(F)(F)F)c1)OCc1ccncc1	2
COc1cccc(NC(=O)c2ccc3c(c2)C(=O)N(CC2CCCO2)C3=O)c1 (configuration not stated)	1
Nn1c(SCC(=O)c2ccc(-c3ccccc3)cc2)nc2sc3c(c2c1=O)CCCC3	-10

Entries above containing a thiophene ring, fused or not (14):
SMILES	ROC1-CUL1 inh
COc1ccc(-c2cc(-c3ccc(C)cc3)nc3sc(C(=O)Nc4ccccc4C(F)(F)F)c(N)c23)cc1	-15
COc1ccc(-n2c(SCCN3CCOCC3)nnc2-c2cccs2)cc1	2
CCOC(=O)c1ccccc1NC(=O)c1sc2ccccc2c1Cl	12
CCc1ccc(NC(=O)c2sc3nc(C)cc(C)c3c2NC(=O)c2ccccc2)cc1	-2
Cc1cc2c(=O)n(NC(=O)c3ccc(COc4cc(Cl)ccc4Cl)cc3)c(C)nc2s1	-4
CCOC(=O)c1c(NC(=O)C(C)Oc2ccc(Cl)c(C)c2)sc2c1CCCC2 (configuration not stated)	-1
O=C(Nc1ccc(Cn2cc(Br)cn2)cc1)c1cc2nc(-c3ccc(Cl)s3)cc(C(F)(F)F)n2n1	-1
C=COC(=O)CSc1nc(-c2cccs2)cc(-c2ccc(F)cc2)c1C#N	-6
CCOC(=O)N1CCc2c(sc(NC(=O)CSc3nc(C)cc(C)c3C#N)c2C#N)C1	0
COc1ccc(NC(=O)c2ccsc2)cc1Cl	4
CSc1nc2sc(C)c(C)c2c(=O)n1C	-6
Cc1ccc(F)c(NC(=O)c2sc3ncccc3c2N)c1	5
COCCCNC(=O)Cn1cnc2sc(C)c(S(=O)(=O)N3CCC(C)CC3)c2c1=O	5
Nn1c(SCC(=O)c2ccc(-c3ccccc3)cc2)nc2sc3c(c2c1=O)CCCC3	-10
